# IP6K1 inhibitor: inhibitors of human IP6K1; Q92551; IP6K1 kinase, ADP-Glo luminescence, 2 h; stronger effect = lower value; activity change, % (series mostly up to about 58 µM); actives 0.81% (n = 140,000); in the data active = activity change below about -25%
# Target sequence (Q92551 whole entry, looked up): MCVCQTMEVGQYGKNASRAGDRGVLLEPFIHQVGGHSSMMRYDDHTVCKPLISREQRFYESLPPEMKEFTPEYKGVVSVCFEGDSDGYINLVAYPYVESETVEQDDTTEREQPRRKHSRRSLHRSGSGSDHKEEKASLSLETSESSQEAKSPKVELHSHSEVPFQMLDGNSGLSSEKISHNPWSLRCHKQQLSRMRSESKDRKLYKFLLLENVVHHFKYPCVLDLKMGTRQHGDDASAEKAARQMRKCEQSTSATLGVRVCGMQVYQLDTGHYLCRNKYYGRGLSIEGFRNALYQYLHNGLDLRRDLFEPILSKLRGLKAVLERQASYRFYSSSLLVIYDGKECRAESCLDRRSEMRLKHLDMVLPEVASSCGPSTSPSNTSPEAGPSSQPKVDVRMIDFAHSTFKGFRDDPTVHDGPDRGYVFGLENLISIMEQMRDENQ
#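 ADP-Glo luminescence measures ADP made by human IP6K1 during a 2 h RT reaction with ATP/IP6 (mix at 1.3 mM/130 uM); top library doses 57.5 and 19.1 uM final.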
# 3T3 cytotox: NIH 3T3 cell cytotoxicity; Potency, µM (doses to about 96.7 µM), for the others: at the highest dose activity change, negative = cytotoxicity, usual class: inhibitors; NIH 3T3 viability, CellTiter-Glo ATP luminescence, 48-72 h; actives 4.3% (n = 94,000); note: potency is the fitted concentration of half-maximal effect; nearly all actives have a fitted effect of over 55% in size
#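 Cells were seeded at 400 per well, treated with pin-transferred compound, and kept 48 or 72 hr at 37 °C before CellTiter-Glo addition and luminescence imaging of cellular ATP.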
# SNCA expr inh: reduces expression of the alpha-synuclein gene | HEK-293 SNCA-luciferase knock-in, luminescence, 24 h | Potency, µM (series often up to 57.2 µM), inactives show at the top dose activity change, negative = inhibition, hits mostly inhibitors | actives 0.17% (n = 140,000) | AID 1671194;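 note: potency is the fitted concentration of half-maximal effect; plate controls were DMSO cells for no effect and cell-free wells for full effect; nearly all actives have a fitted effect of over 45% in size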
# SNCA viab count: cell viability loss counter-screen | HEK-293-SNCA-luc viability, GF-AFC fluorescence, 24 h | Potency, µM (doses to about 57.1 µM), for inactives: at the highest dose activity change, negative = cytotoxicity, hits mostly cytotoxic | actives 0.12% (n = 150,000);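 note: potency is the fitted concentration of half-maximal effect; 0% = DMSO-treated cells and -100% = medium-only wells without cells; nearly all actives have a fitted effect of over 30% in size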
#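 HEK-293-SNCA-luc cells (1500/well) plated 24 h, then exposed 24 h to a dilution series; GF-AFC added 30 min at 37C, fluorescence 405/540 nm; normalised to medium-only and DMSO wells, Hill fit.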
# HEK293 tox: cytotoxic compounds in HEK 293 cells. Potency, µM (highest dose often 115 µM), for inactives: at the top dose activity change, negative = cytotoxicity, most hits filed as inhibitors. HEK 293 viability, ATP luminescence (CellTiter-Glo), 48-72 h. AID 1345083. actives 6.6% (n = 94,000); note: potency is the fitted concentration of half-maximal effect; nearly all actives have a fitted effect of over 60% in size
#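 Viability of HEK 293 cells, plated at 250 cells/well, was judged by cellular ATP after compound treatment for 48 or 72 hr. Luminescence was imaged 10 min after CellTiter-Glo addition at room temperature.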
# GPT2 inh: GPT2 alanine aminotransferase inhibition | Q8TD30 | Recombinant GPT2, coupled pyruvate oxidase/HRP Amplex Red fluorescence | Potency, µM (doses to about 57.7 µM), for inactives: at the highest dose activity change, negative = inhibition, actives largely listed as inhibitors | actives 0.25% (n = 100,000) | AID 1671188; note: potency is the fitted concentration of half-maximal effect; nearly all actives have a fitted effect of over 60% in size; many of its hits are not listed in these tables
# Target sequence (Q8TD30 whole entry, looked up): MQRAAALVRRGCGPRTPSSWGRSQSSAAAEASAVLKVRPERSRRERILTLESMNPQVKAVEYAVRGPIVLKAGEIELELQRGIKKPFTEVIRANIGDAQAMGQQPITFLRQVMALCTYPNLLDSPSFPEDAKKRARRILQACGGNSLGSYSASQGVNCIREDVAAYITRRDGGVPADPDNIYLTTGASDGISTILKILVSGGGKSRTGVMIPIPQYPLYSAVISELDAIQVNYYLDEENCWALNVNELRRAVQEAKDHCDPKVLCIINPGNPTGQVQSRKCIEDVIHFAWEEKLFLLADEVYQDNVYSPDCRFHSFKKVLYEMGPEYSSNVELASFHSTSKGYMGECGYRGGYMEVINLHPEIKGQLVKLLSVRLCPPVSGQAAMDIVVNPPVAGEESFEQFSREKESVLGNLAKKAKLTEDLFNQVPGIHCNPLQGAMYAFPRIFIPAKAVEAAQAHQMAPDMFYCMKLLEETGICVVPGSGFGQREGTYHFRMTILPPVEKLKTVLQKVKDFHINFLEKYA
#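 Fluorescence of coupled pyruvate oxidase/HRP/Amplex Red system (50uM Amplex, 30 min, dark) reports pyruvate formed by GPT2. Enzyme reaction: 10ng/uL GPT2, 2mM L-alanine, 250uM a-KG, 30 min room temperature, pH 7.5; 50uM AOA control.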
# Luciferase inh: blocks purified firefly luciferase enzyme activity. P08659. purified P. pyralis luciferase, luminescence, biochemical. Potency, µM (doses to about 115 µM), inactives show at the top dose activity change, negative = inhibition, most hits filed as inhibitors. actives 2.5% (n = 76,000). AID 1347043; note: potency is the fitted concentration of half-maximal effect; nearly all actives have a fitted effect of over 65% in size
#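 Cell-free enzyme assay, 10nM P. pyralis luciferase, luciferin and ATP each at 10uM. Inhibition profiled over a 6-point titration, read as luminescence.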
# Numbers without * were called inactive; i = inactive; ? = inconclusive; nt = not tested or not shown; [ ] = another dose, or the depositor's remark. Unless noted, calls come from the whole dose curve; as a rule, active = well fitted curve in the direction sought with a large enough effect; inconclusive = small, poorly fitted or top-dose-only effect, or another doubt; inactive = no such curve, though single readings can be large; an effect the other way counts as inactive or inconclusive. Unless noted, % is set by controls: 0 for no effect and ±100 for the full control effect. These rows are one share of the data. The share of hits here may be higher or lower than overall.
SMILES,IP6K1 inhibitor,3T3 cytotox,SNCA expr inh,SNCA viab count,HEK293 tox,GPT2 inh,Luciferase inh
CCN(C1CCOCC1)C1CN(C(=O)c2ccoc2)C1,-0.3,-3.4%,-4.0%,8.6%,-8.2%,i,-6.6%
CC(C)(C)C1CCc2oc3ccc(NS(=O)(=O)c4cc(Cl)ccc4Cl)cc3c2C1 (stereo not drawn),18.1,nt,-16.4%,-2.5%,nt,nt,nt
CCOC(=O)c1cccc(NC(=O)c2c(OCC)cc(=O)n3c2CCCC3)c1,-12.0,?,-4.8%,0.6%,?,i,5.1%
CN1C(=O)c2ccccc2Sc2ccc(NC(=O)N3CCN(c4ccccc4)CC3)cc21,5.6,nt,8.9%,19.9%,nt,nt,nt
CC(=O)N1CCN(C2CCNCC2)C(=O)C1,6.5,1.0%[138 µM],-16.6%[87.6 µM],0.2%[87.6 µM],i,i,nt
CC1=CC2/C=C(\C)CC[C@@H](O)[C@@H](O)[C@@H]3O[C@@H]3C(=O)[C@]23C(=O)N[C@@H](CC(C)C)[C@@H]3[C@@H]1C (stereo partly drawn),10.3,nt,nt,-4.4%[23.9 µM],nt,2.1%[27.3 µM],nt
COc1ccc(-c2noc(CSc3nnc(-c4ccncc4)n3-c3ccccc3)n2)cc1,-13.7,nt,-26.1%,-19.5%,nt,nt,nt
Cc1ccc(CNC(=O)Cn2c3ncccc3c(=O)n2-c2ccc(C)cc2)cc1,2.7,nt,6.5%,10.6%,nt,nt,nt
CC(=O)N[C@H](Cc1ccc2ccccc2c1)C(=O)N[C@H](Cc1ccc(Cl)cc1)C(=O)N[C@H](Cc1cccnc1)C(=O)N[C@@H](CO)C(=O)N[C@@H](Cc1ccc(O)cc1)C(=O)N[C@H](CCCNC(N)=O)C(=O)N[C@@H](CC(C)C)C(=O)N[C@@H](CCCN=C(N)N)C(=O)N1CCC[C@H]1C(=O)N[C@H](C)C(N)=O,-13.6,nt,nt,3.4%[23.9 µM],nt,0.9%[17.1 µM],nt
COc1ccc(S(=O)(=O)NCCc2sc(-c3cccnc3)nc2C)cc1OC,6.3,nt,?,-19.1%,nt,nt,nt
Cc1ccc(C(=O)NC(C(=O)N2CCCCC2)C2CCN(S(=O)(=O)C(C)C)CC2)cc1 (stereo not drawn),4.3,-7.2%,-22.1%,-5.9%,4.5%,i,-0.3%
CSCCCN1C(=O)CC[C@H]2CN(C(=O)C3(C#N)CC3)CC[C@H]21,-2.7,2.1%,5.2%,?,-11.1%,-0.5%,0.0%
CN1CCN(C(=O)c2cc(-c3cccnc3)nc3c2cnn3C)CC1,6.5,-11.9%[138 µM],-11.8%[87.6 µM],6.8%[87.6 µM],i,i,nt
Cc1ccc(CNC(=O)c2ccc(CS(=O)(=O)Cc3ccc(F)cc3)o2)cc1,5.4,nt,12.4%,-21.8%,nt,nt,nt
CC(=O)Nc1ccc(Nc2c(CCC(C)C)c(C)c(C#N)c3nc4ccccc4n23)cc1,-17.2,nt,2.0%,-4.2%,nt,nt,nt
COc1ccc(F)c(CN2CCCC3(CCN(c4cc(C)nc(N)n4)C3)C2)c1 (stereo not drawn),-3.6,?,-8.0%,?,?,-6.6%,-1.8%
O=C(c1ccncc1)N1CCN(C(=O)N2CC3CC(C2)[C@H]2CCCC(=O)N2C3)CC1 (stereo partly drawn),27.0,i,-18.2%,7.9%,8.4%,i,-0.4%
CCCNS(=O)(=O)c1ccc(NC(=O)NCCc2nccs2)cc1,0.5,-4.4%,1.9%,-11.5%,0.5%,i,-3.6%
COc1cccc(C(=O)N2CC(c3nnc(-c4ccncc4)o3)C3(CCOCC3)C2)c1 (stereo not drawn),8.2,-1.4%,8.2%,-5.5%,i,-13.3%,-0.5%
CC(=O)c1ccc(NC(=O)Cn2nc(C(F)(F)F)c3c2CCC3)cc1,7.1,nt,63.1%[activator],3.2%,nt,nt,nt
COc1cccc([C@H]2CN(C(=O)c3c(-c4ccccc4)noc3C)C[C@@H]2N)c1,14.7,-33.4%,0.5%,5.6%,?,-2.4%,-7.2%
COc1ccc(C(=O)NCc2cn3ccc(C)cc3n2)cc1,22.8,nt,-0.8%,-15.1%,nt,nt,nt
Cc1ccc(C(=O)NC2CCN(Cc3cccc(-c4cccc(C)c4)c3)CC2)cc1,-3.1,31.6µM*,-25.2%,-12.2%,39.8µM*,i,nt
O=C(NCc1cccc(C(F)(F)F)c1)c1cnc(-c2ccccc2)nc1-c1ccncc1,0.3,?,-26.0%,6.5%,?,2.7%,9.3%
Cc1ccc([S+](=O)([O-])c2nnn3c2nc(NCc2ccncc2)c2ccccc23)cc1,-2.5,i,-13.2%,5.7%,-9.9%,-9.1%,nt
COc1cc(F)c(CN2CCC3(CC2)C(C(=O)O)CC(=O)N3C)cc1OC (stereo not drawn),38.9,-1.0%,9.6%,0.2%,2.2%,2.3%,3.7%
CC1(CNc2ccccc2)COc2ccc(C(=O)N3CC[S+](=O)([O-])CC3)cc2N1 (stereo not drawn),9.1,?,41.9%[activator][87.6 µM],6.2%[87.6 µM],-28.0%[172 µM],1.8%[88.5 µM],-13.7%[172 µM]
COc1ccc(OCC(=O)Nc2ccc(-c3nc4cc(Cl)ccc4o3)cc2)cc1,-1.7,nt,147.7%[activator],11.6%,nt,nt,nt
Cc1ccc2c(c1)-c1c(cnn1CC(=O)N1CCN(c3cccc(C(F)(F)F)c3)CC1)CO2,-6.6,nt,-7.4%,-4.6%,nt,nt,nt
Cc1ccc2c(c1)c1c(c(=O)n(-c3cccc(Cl)c3)c(=O)n1CC(=O)NCC1CCCO1)n2C (stereo not drawn),2.9,nt,-19.5%,-1.6%,nt,nt,nt
Cc1cc(=O)n(CC(=O)Nc2ccc3c(c2)OCO3)c(-c2ccc(F)cc2)n1,6.0,-4.2%,14.6%,-14.8%,-10.8%,-7.6%,-0.6%
NCCc1nc2cccnc2n1-c1ccccc1,3.6,nt,29.8%,-18.7%,nt,nt,nt
COc1ccc(OCC(O)CN2CCC(=O)N(C/C=C/c3ccccc3)CCc3ccccc32)cc1 (stereo not drawn),-5.2,?,13.2%[25.6 µM],-0.6%[23.9 µM],28.2µM*,-10.9%[27.3 µM],nt
O=C(c1ccn[nH]1)N1CCC(N2C(=O)C3(CCCC3)C2c2ccccc2)CC1 (stereo not drawn),-2.5,-41.7%,?,4.1%[12.5 µM],?,0.9%,-1.1%
O=C(C1CCCN1[S+](=O)([O-])c1cccc(C(F)(F)F)c1)N1CCC(c2nc3ccncc3[nH]2)CC1 (stereo not drawn),1.3,?,-6.6%,9.9%,1.5%,-3.0%,nt
Cc1ccc(-c2c(-c3nn(C)c4ncnc(N5CC[C@H](N6CCCCC6)C5)c34)cnn2C)cc1,4.2,nt,nt,4.2%,nt,i,nt
N#CCn1nc2n(c1=O)CCN(C(=O)COc1ccc(Cl)cc1)CC2,11.8,-12.7%,5.0%,0.7%,-2.2%,i,1.5%
COc1ccc(NC(=O)N[C@H]2CO[C@H]3[C@@H]2OC[C@@H]3n2cc(-c3ccccc3)nn2)cc1,-10.7,?,-9.8%[87.6 µM],-1.5%[87.6 µM],-9.1%[172 µM],-10.4%[88.5 µM],11.4%[172 µM]
O=C(c1cc(-c2cccs2)[nH]n1)N1CCc2c(nc3cc(-c4ccccc4)[nH]n3c2=O)C1,36.7,-3.7%,-5.3%,2.6%,-2.2%,1.6%,-28.4%
COC(=O)c1ccccc1NC(=O)c1cc(CN2CCCC2)on1,12.0,nt,27.1%,8.8%,nt,nt,nt
c1cn(CC2COCCO2)c(-c2cc3n(n2)CCCNC3)n1 (stereo not drawn),14.2,3.6%,10.6%,-19.3%,-3.9%,-18.0%,2.1%
CCC(Cc1ccccc1)NC(=O)CCS(=O)(=O)c1cc2c(cc1Cl)NC(=O)CO2 (stereo not drawn),-7.2,nt,23.2%,-4.0%,nt,nt,nt
O=C(C1CCCC1)N1CC2(CCCN2C2COC2)Cc2ccccc21 (stereo not drawn),-15.0,-10.7%,?,-17.3%,-26.6%,-7.9%,nt
O=C(Nc1ccc(Cl)cc1)N1CCN(C(=O)c2nc3cccnc3n(C3CCCC3)c2=O)CC1,6.1,?,9.4%,-5.1%,-10.3%,i,nt
O=C(NCc1ccccc1Cl)c1ccc2nnc(-c3cc(C(F)(F)F)cc(C(F)(F)F)c3)n2c1,-3.2,?,-19.6%,-14.3%,?,i,nt
COC(=O)C1=CO[C@@H](O[C@@H]2O[C@H](CO)[C@@H](O)[C@H](O)[C@H]2O)[C@@H]2[C@@H](C(=O)O)CC[C@H]12,-6.7,nt,nt,-3.7%[23.9 µM],nt,i,nt
CC(C)NC(=O)C1COC2(CCN(C(=O)c3cccc(F)c3)CC2)N1C(=O)c1ccccc1 (stereo not drawn),-4.0,i,17.8%,6.5%,5.0%,i,-3.0%
COC(=O)c1cc(NC(=O)Cn2ncc3c([nH]c4ccccc43)c2=O)cc(C(=O)OC)c1,-10.6,nt,-18.9%,-7.2%,nt,nt,nt
O=C(CSc1nc2ccsc2c(=O)n1-c1ccc(Br)cc1)NCc1ccc(Cl)cc1,-11.9,nt,4.8%,-7.7%,nt,nt,nt
O=C(Cn1nc2c(cc1=O)CCCCC2)N1CCC(c2ccccc2)CC1,4.8,-1.7%,-13.7%,-12.7%,?,-10.1%,4.0%

# Only IP6K1 inhibitor, 3T3 cytotox and Luciferase inh, for 2 of the compounds above:
mol | IP6K1 inhibitor | 3T3 cytotox | Luciferase inh
O=C(CSc1nc2ccsc2c(=O)n1-c1ccc(Br)cc1)NCc1ccc(Cl)cc1 | -11.9 | nt | nt
O=C(Cn1nc2c(cc1=O)CCCCC2)N1CCC(c2ccccc2)CC1 | 4.8 | -1.7% | 4.0%

# The list continues.
SMILES,IP6K1 inhibitor,3T3 cytotox,SNCA expr inh,SNCA viab count,HEK293 tox,GPT2 inh,Luciferase inh
Cc1ccc(NC(=O)c2cccc3c2C(=O)N(C2CCCCC2)C3)c(C)c1,-9.3,nt,5.4%,2.1%,nt,nt,nt
Cc1cccc(NC(=O)CCNS(=O)(=O)c2cccc3nsnc23)c1C,23.6,nt,15.5%,-20.4%,nt,nt,nt
COCCNC(=O)CCCN1C(=O)c2ccccc2Sc2ncccc21,-11.8,nt,20.6%,-2.0%,nt,nt,nt
CC(=O)N1CC(CO)C2(CCN(Cc3ccc(F)cc3)CC2)C1 (stereo not drawn),30.2,-17.3%,3.6%,-16.0%,-31.7%,-23.8%,-0.8%
COc1ccc(OC)c(S(=O)(=O)NCCc2sc(-c3cccnc3)nc2C)c1,0.8,nt,-0.5%,-16.6%,nt,nt,nt
O=C(Nc1cccc(Cl)c1)N1Cc2ccccc2Oc2ncccc21,-8.7,nt,57.3%[activator],3.1%,nt,nt,nt
CCOc1ccc(NC(=O)CN2CCN(CC(=O)Nc3ccccc3OCC)CC2)cc1,-11.4,nt,?,0.4%,nt,nt,nt
COCC1CN(C(C)=O)CC12CCN(S(=O)(=O)c1cc(C)ccc1C)CC2 (stereo not drawn),9.0,?,-13.1%,-6.4%,-26.9%,1.3%,-3.2%
